Source: PubChem
Hsp70 displacement – small molecules displacing fluorescent ligand from Hsp70 – biochemical, fluorescence polarization, primary screen (AID 583); Hsp70 fluorescence polarization probe displacement, mP; higher % means a stronger effect; displacement, % at 20 µM; hits with a dose series show IC50 in µM; actives 0.06% (n = 140,000); in the data active = displacement above about 50%;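 also: plate controls were vehicle for no effect and reference ligand for full effect; a part of the inactive calls stands beside numbers as strong as those of hits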
MKP-3 inhibition – MKP-3 phosphatase inhibitors, primary screen, biochemical, rat enzyme, in vitro (AID 425). inhibition, % at 20 µM; hits with a dose series show IC50 in µM. actives 0.17% (n = 110,000). recombinant MKP-3 phosphatase activity, fluorescence; higher % means a stronger effect; in the data active = inhibition above about 50%;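 also: plate controls were vehicle for no effect and reference inhibitor for full effect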
The depositor's hits bear a star; nt = not tested or not shown; & = joins results of further samples. The list is partial (hit frequency here may not be typical).

Hsp70 displacement | MKP-3 inhibition | Compound
31.3% | 0.2% | O=C1c2ccccc2C(=O)c2c(NCCO)ccc(NCCO)c21
6.5% | 12.4% | O=C(c1ccccc1Cl)c1coc2ccc(Cl)cc2c1=O
1.2% | -0.5% | O=C(NCC1CCS(=O)(=O)C1)OC1CCCCC1 (stereo not drawn)
-2.2% | -2.1% | COc1ccc(C(=O)N2CCN(Cc3ccccc3)CC2)cc1[N+](=O)[O-]
-1.8% | 1.5% | CCOc1cc(C=O)cc(Br)c1OCc1ccccc1Cl
-2.9% | -15.0% | Cc1ccc(-n2nnnc2SCC(=O)Nc2ccccc2N2CCCCC2)cc1C
4.5% | -0.2% | COC(=O)c1ccc(Cl)c(NC(=O)C(C)NC(=O)C(c2ccccc2)c2ccccc2)c1 (stereo not drawn)
-0.9% | -2.0% | c1cncc(-c2nn3cnnc3s2)c1
-2.5% | nt | CC(NC(=O)c1cc(-c2ccc3c(c2)OCO3)nc2ccccc12)C(C)(C)C (stereo not drawn)
-1.6% | -0.8% | CCOc1ccccc1NC(=O)CN(c1ccc(OC)c(Cl)c1)S(C)(=O)=O
3.6% | -2.7% | O=C(N/N=C/C1CC=CCC1)c1cc(Br)ccc1O (stereo not drawn)
4.3% | 7.1% | O=C(Oc1ccc(Br)cc1/C=N/NC(=O)c1ccccn1)c1ccc(Br)cc1
-3.5% | -1.2% | Cc1ccc2c(c1)N(CCC(=O)NCc1cccnc1)C(=O)CO2
-2.5% | 0.4% | O=C(COc1ccc(Cl)cc1Br)N/N=C/c1cccc(OC(=O)c2cccs2)c1
-1.4% | -5.8% | COC(=O)c1ccc(-c2ccc(C=C3C(=O)N(C)C(=O)N(C)C3=O)o2)cc1
-0.6% | 1.0% | CCCCOc1ccc2c(C)c(CC)c(=O)oc2c1C
-0.8% | nt | Cc1cccc(NC(=O)N2CCN(Cc3ccccc3)CC2)c1
-3.2%&-1.7% | -3.6% | COc1ccc(C(=O)c2ccc(Cl)cc2)c2ccccc12
-2.9% | -5.7% | CC1Cc2nc(SCC(=O)N3CCOCC3)n(-c3ccccc3)c(=O)c2S1 (stereo not drawn)
1.4% | nt | CC(Sc1ccccn1)C(=O)Nc1ccc(S(N)(=O)=O)cc1 (stereo not drawn)
2.7% | -9.1% | COc1ccc(NC2CC(=O)N(c3cccc(C)c3)C2=O)cc1 (stereo not drawn)
-0.5% | -7.1% | O=C(CSc1n[nH]c(-c2ccc(S(=O)(=O)N3CCCCC3)cc2)n1)Nc1nccs1
1.3% | 0.7% | COc1ccc(C2Nc3ccccc3C(=O)N2Cc2ccccc2)cc1Cn1nc(C)c([N+](=O)[O-])c1C (stereo not drawn)
2.7% | -0.9% | COc1ccc(OC)c(N(CC(=O)NCc2ccccn2)S(C)(=O)=O)c1
7.1% | 3.5% | CCCOc1ccc(/C=C2\C(=O)NN(c3ccccc3)C2=O)cc1OC
-0.7% | -6.9% | Cc1ccc2cc(-c3noc(C4CCCCC4)n3)c(=O)[nH]c2c1
-1.3% | 14.9% | O=C1/C(=C/c2cn(-c3ccccc3)nc2-c2ccco2)SC(=S)N1C1CCS(=O)(=O)C1 (stereo not drawn)
1.4% | -4.7% | O=S(=O)(c1cccc(-n2cnnn2)c1)N1CCOCC1
2.0% | -21.0% | COc1cc(C)c2occ(/C(C)=N\O)c2c1
2.9% | 0.5% | CSc1ccc(C2Nc3ccc4ccccc4c3C3=C2C(=O)CC(C)(C)C3)cc1 (stereo not drawn)

Hsp70 displacement | MKP-3 inhibition | Compound
-2.8% | -12.2% | O=C(COc1ccc2c(c1)CCC2)N1CCc2ccccc21
0.9% | 3.0% | CN1CCN(NC(=O)c2ccc(C(C)(C)C)cc2)CC1
-0.8% | -11.9% | CCn1c2ccccc2c2nnc(SCN3C(=O)c4ccccc4C3=O)nc21
-1.9% | nt | Cc1cccc(N2C(=O)CC(Sc3nnc(C)s3)C2=O)c1 (stereo not drawn)
-2.4% | -2.6% | COc1ccc(OC)c(C2C(C(C)=O)=C(O)C(=O)N2CCC(=O)O)c1 (stereo not drawn)
-3.3% | 10.5% | Cc1cc(C(=O)OCC(=O)Nc2ccc(F)cc2)c(C)o1
7.6% | -0.2% | NC(=O)c1ccccc1NC(=O)c1cc([N+](=O)[O-])ccc1Cl
-2.7% | 3.9% | COc1c(S(=O)(=O)N2CCCC2)ccc(Cl)c1Cl
2.7% | -9.5% | COc1ccc(S(=O)(=O)Cc2ccc(C(=O)N3CCN(c4ncccn4)CC3)o2)cc1
-1.1% | 1.5% | COc1ccc(/C=C(\C#N)C(=O)NCC2CCCO2)cc1 (stereo not drawn)
-1.7% | -2.7% | O=C(Nc1ccc(Cl)cn1)c1ccc(OCc2ccccc2)cc1
-1.0% | 0.6% | O=C(c1ccc2nc3c4ccccc4c4ccccc4c3nc2c1)N1CCOCC1
2.7% | 3.6% | Cc1nn2c(C(F)(F)F)cc(-c3ccc(Cl)cc3)nc2c1C(=O)NCc1ccco1
2.1% | 2.2% | COc1cccc(OCC(=O)NC2CCCCC2)c1
8.8% | nt | CCc1[nH]c(=O)c(C#N)c2c1COC(C)(C)C2
-1.9% | 0.9% | CCCCCC(=C/c1ccccc1)/C=N/NC(N)=O
6.3% | 2.4% | COc1ccc(O)c(-c2cc(-c3ccc(Br)cc3)n[nH]2)c1
0.6% | 6.4% | O=C1CSC(c2cn(-c3ccccc3)nc2-c2ccccc2)N1Cc1ccc(Cl)cc1 (stereo not drawn)
-26.9%&-1.8% | -13.5%&0.0% | COc1ccc(OC)c(S(=O)(=O)n2nnc3ccccc32)c1
4.6% | 3.4% | CC1(C)Oc2ccc(C(=O)NC3CCCC3)cc2N(CC(=O)NC2CCCC2)C1=O
-2.3% | 2.3% | O=C(Nc1cccnc1)c1ccc(COCC(F)(F)F)cc1
5.5% | -4.0% | C/C(=N\Nc1nc(C)cc(-c2ccccc2)n1)c1ccccc1
-2.1% | 3.2% | CCn1cc(C(=O)NN)c(=O)c2cc(F)c(N3CCCCCC3)cc21
6.0% | 105.8%* | Cc1nonc1NC1(O)C(=O)c2ccccc2C1=O
0.5% | 3.4% | CCc1cccc(C)c1NC(=O)COc1ccc(C)c(C)c1
1.9% | -4.0% | CC1(C)S[C@@H]2[C@H](NC(=O)[C@H](N)c3ccccc3)C(=O)N2[C@H]1C(=O)O
-0.4% | -0.9% | COc1ccc(C(=O)Nc2cc(C(=O)O)cc(C(=O)O)c2)cc1
6.4% | nt | CC(=O)Nc1ccc(S(=O)(=O)n2cnc3ccccc32)cc1
-2.4% | -0.5% | COc1ccc(N(CC(=O)Nc2ccc(C(C)C)cc2)S(C)(=O)=O)c(OC)c1
-4.6% | 0.0% | CN(Cc1ccccc1)C1CC(=O)N(c2cc(Cl)cc(Cl)c2)C1=O (stereo not drawn)

Hsp70 displacement | MKP-3 inhibition | Compound
1.5% | 2.2% | COC(=O)c1c(-c2ccc(Br)cc2)csc1NC(=O)CCCC(=O)O
-0.2% | -7.4% | COc1ccc2[nH]cc(C(=O)CN3CCN(C4CCCCC4)CC3)c2c1
0.6% | -17.4% | COC(=O)c1ccc(C)c(N(CCO)CCO)c1
8.1% | nt | CCn1c(SCC(=O)Nc2sc3c(c2C#N)CCCC3)nnc1-c1ccncc1
5.4% | -6.2% | CCn1c(CCNC(=O)c2cccs2)nnc1SCC(=O)c1ccc(OC)cc1
-2.7% | 0.8% | CCOC(=O)CCc1c(C)nc2cc(-c3ccc(I)cc3)[nH]n2c1=O
-1.9% | -0.5% | COc1nc(N2CCOCC2)nc(-n2cccc2)n1
-0.6% | 4.5% | Cc1ccc(C(=O)N/C(=C\c2cccc([N+](=O)[O-])c2)C(=O)N2CCCCC2)cc1
2.1% | -0.7% | C=CCON1C(=O)C(=O)N(OCC=C)C2CCCCC21 (stereo not drawn)
nt | -4.3% | CC12CC(NC(=O)N1c1cccc(C(=O)N3CCN(c4ccccc4)CC3)c1)c1ccccc1O2 (stereo not drawn)
0.7% | 3.4% | O=C(Cc1ccccc1)Nc1ccc2c(c1)oc1ccccc12
-7.9% | -11.4% | CCSC1=C(C#N)C2(CCCCC2)C(C#N)=C(N)N1
-4.4% | 2.0% | CCOCCCNC(=O)NC12CC3CC(CC(C3)C1)C2
1.0% | -6.8% | CN1CCN(C(=O)CCC(=O)c2ccc(F)cc2)CC1
4.1% | -7.2% | COc1cc(C(=O)N2CCN(C(=O)C(Cc3cc(C)ccc3C)NC(C)=O)CC2)cc(OC)c1OC (stereo not drawn)
2.5% | 0.7% | CC(=O)Oc1ccc2c(=O)c(-c3nc4ccccc4[nH]3)c(C)oc2c1
2.4% | 2.7% | Cc1cc(C)c(C(=O)/C(=C/c2ccccc2)c2ccccc2)c(=O)[nH]1
-1.9% | 9.3% | CC(C)n1nc(C(=O)Nc2nc3ccc(S(C)(=O)=O)cc3s2)c2ccccc2c1=O
4.3% | -5.9% | CCCCC(=O)Nc1ccc(N2CCN(C(=O)CC)CC2)cc1
-1.9% | 1.3% | Cc1ccc(C)c(C(=O)CSc2ncn[nH]2)c1
-2.7% | -8.7% | Cc1ccc(N2CCN(c3cc(C)nc4nc(C)nn34)CC2)c(C)c1
-3.3% | 1.5% | COC(C(=O)NNC(=O)c1ccccc1Cl)c1ccccc1 (stereo not drawn)
0.4% | 6.7% | COC(=O)c1cc(-c2cccs2)nc2ccc(Br)cc12
2.7% | -2.3% | O=c1c2[nH]c3ccccc3c2ncn1CCN1CCNCC1
2.0% | -7.0% | Cn1nnnc1SCC(=O)N1c2ccccc2Sc2ccccc21
3.1% | 3.8% | O=C(NCCc1ccccc1)c1nn2c(c1Br)NC(c1ccccc1)CC2C(F)(F)F (stereo not drawn)
9.1% | -0.4% | CC(C)OC(=O)c1cc(NC(=O)C2C3CCC(O3)C2C(=O)O)cc(C(=O)OC(C)C)c1 (stereo not drawn)
0.2% | 5.1% | Cc1sc2nc(C)n(CCO)c(=O)c2c1C
2.5% | nt | CCNc1nc(NCC)nc(C(=O)NN)n1
-0.5% | nt | Cc1ccc(C(=O)Nc2ccon2)cc1S(=O)(=O)N1CCCC1

Hsp70 displacement | MKP-3 inhibition | Compound
-7.0% | -8.4% | c1cc(Nc2ncnc3sccc23)cc(-c2nnc3n2CCCCC3)c1
-2.6% | 2.6% | CCOC(=O)c1ccc2c(c1)nc(SCC(=O)c1ccco1)n2CC
2.3% | -11.1% | Cc1cc(C)n2nc(SCN3C(=O)c4ccccc4C3=O)nc2n1
1.5% | -8.6% | CN(C)c1oc(-c2ccccc2Cl)nc1S(=O)(=O)c1ccccc1
2.9% | 3.0% | COc1ccc(NCc2ccc3c(c2)OCO3)cc1Cl
1.7% | -9.4% | CCOC(=O)CSc1nc2cc(C)ccc2cc1C#N
0.2% | nt | COc1ccc(-c2nnc(N(C)C(=O)C3CCCO3)s2)cc1 (stereo not drawn)
0.8% | -14.5% | CS(=O)(=O)N(CC(=O)N1CCOCC1)c1ccc2c(c1)OCO2
-3.4% | -12.5% | O=S(=O)(/C=C/c1ccccc1)NCCc1ccccn1
-0.4% | -2.2% | CCOC(=O)/C(C#N)=C1/C=C(C)NC(c2ccccc2O)=N1
-4.7% | -0.6% | CCC1(C)NC(=S)N2N1C(=S)NC2(C)CC (stereo not drawn)
4.4% | 5.0% | COc1cccc(NC(=O)/C(NC(=O)c2ccccc2)=C2\c3ccccc3-c3ccc([N+](=O)[O-])cc32)c1
2.4% | 1.1% | Fc1cccc(Cl)c1-c1nnc2ccc(C(F)(F)F)cn12
-1.1% | 2.0% | COc1ccccc1NC(=O)CSc1nnc(Cn2cnc3ccccc32)n1C
6.0% | -3.1% | O=C(CN1CCC(n2nnc3cc(F)ccc32)CC1)N1CCc2ccccc2C1
2.0% | 2.5% | COc1cc(OC)c(OC)cc1CN1CCN(C2C3CC4CC(C3)CC2C4)CC1 (stereo not drawn)
-8.0% | -0.9% | COCCN1Cc2cccc(C(=O)Nc3c(C)cccc3C)c2C1=O
-0.9% | -0.4% | CS(=O)(=O)N(Cc1ccc(C(=O)NCCSCc2ccccc2Cl)cc1)c1ccccc1
4.8% | -10.0% | O=S(=O)(NCc1ccco1)N1CCOCC1
2.5% | -1.1% | CCCCSc1nc2cc(C)ccc2n1C
1.3% | 4.1% | COc1ccccc1-c1c(C(F)(F)F)oc2c(CN3CCC(C)CC3)c(O)ccc2c1=O
-1.1% | 2.2% | COc1cc(C)cc2oc(=O)cc(C)c12
2.8% | 0.1% | CCCN1CCC(=NNC(=O)c2ccc(O)cc2)CC1
